LAP4 TOR yeast = yeast TOR pathway LAP4-GFP modulation; S. cerevisiae LAP4-GFP multiplex, flow cytometry GFP, 3 h; median GFP as percent of DMSO wells; GFP response vs DMSO, % at 10 µM; hit rate 0.34% among 320,000; AID 2023;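 active = GFP response vs DMSO above a set limit, about the screen mean plus 3 SD, cut at about 150% in these data; inconclusive = under 70 cell events counted for the yeast strain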
AHR act = activators of human aryl hydrocarbon receptor; hit rate 2.5% among 320,000; AHR-responsive luciferase reporter cells, luminescence; AID 2796; P35869; activation, % at 5 µM; in the data active = activation above about 47%;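 also: 0% = vehicle wells and 100% = reference agonist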
Target sequence (P35869 whole entry, looked up): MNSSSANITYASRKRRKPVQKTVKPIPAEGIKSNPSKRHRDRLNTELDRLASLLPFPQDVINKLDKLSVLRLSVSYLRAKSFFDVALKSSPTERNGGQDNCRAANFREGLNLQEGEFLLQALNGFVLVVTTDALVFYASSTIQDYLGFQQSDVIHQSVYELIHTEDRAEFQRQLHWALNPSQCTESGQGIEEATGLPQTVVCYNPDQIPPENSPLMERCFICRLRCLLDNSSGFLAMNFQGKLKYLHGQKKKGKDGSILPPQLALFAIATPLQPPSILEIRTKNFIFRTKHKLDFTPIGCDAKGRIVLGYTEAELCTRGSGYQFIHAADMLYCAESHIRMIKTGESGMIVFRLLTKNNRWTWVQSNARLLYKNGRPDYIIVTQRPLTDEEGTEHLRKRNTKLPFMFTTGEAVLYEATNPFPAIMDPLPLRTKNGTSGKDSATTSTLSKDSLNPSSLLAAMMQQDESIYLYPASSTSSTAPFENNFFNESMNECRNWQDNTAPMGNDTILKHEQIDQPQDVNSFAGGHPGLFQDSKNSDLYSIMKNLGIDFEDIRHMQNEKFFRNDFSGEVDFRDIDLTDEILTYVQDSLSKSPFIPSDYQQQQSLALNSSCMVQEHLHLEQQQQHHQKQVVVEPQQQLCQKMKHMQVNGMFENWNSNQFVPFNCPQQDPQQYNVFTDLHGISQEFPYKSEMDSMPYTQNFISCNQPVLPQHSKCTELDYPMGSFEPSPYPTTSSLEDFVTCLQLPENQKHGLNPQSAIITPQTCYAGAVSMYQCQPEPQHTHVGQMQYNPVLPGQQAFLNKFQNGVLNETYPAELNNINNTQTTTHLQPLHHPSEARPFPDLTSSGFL
CIT2-GFP yeast = alters CIT2-GFP fluorescence in TOR pathway yeast screen | S. cerevisiae CIT2-GFP strain, flow cytometry, 3 h; 100 means same as DMSO wells | GFP response vs DMSO, % at 10 µM | hit rate 0.065% among 320,000 | AID 2029;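 active = GFP response relative to DMSO above a set limit, near the screen mean plus 3 SD, cut at about 150% in these data; inconclusive = Fewer than 70 cells measured for a yeast strain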;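 also: ratio of well median GFP fluorescence to mean of DMSO wells on the plate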
RPL19A TOR yeast = yeast TOR pathway RPL19A-GFP modulation. hit rate 0.3% among 330,000. S. cerevisiae RPL19A-GFP strain, flow cytometry, 3 h; stronger effect = lower value. AID 2025. percent response vs DMSO, % at 10 µM;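 active = percent response vs DMSO below 50%; inconclusive = fewer than 70 events counted for the yeast strain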;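 also: median channel GFP fluorescence of the barcoded RPL19A-GFP strain; ratio of sample median GFP to plate DMSO average so 100% = DMSO; lower means less RPL19A-GFP as with rapamycin TOR inhibition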
CR mimetic SO = yeast age-related superoxide inhibition as caloric restriction mimetic | S. cerevisiae aged cells, superoxide DHE fluorescence; stronger effect = lower value | superoxide response (% of plate mean), % at 10 µM | hit rate 0.18% among 330,000;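 active = superoxide response under a set limit, about three screen SD below normal, cut at about 65% in these data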;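 also: yeast aged for seven days with compound at 30 °C before DHE staining; 100% = average MFI of all compound-treated wells on the plate with controls excluded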
Efflux pump mplx = antifungal efflux pump inhibition, Nile Red retention. S. cerevisiae Candida pump triplex. inhibition, % at 10 µM. hit rate 0.44% among 330,000. AID 485275;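 active = plate passing quality check with inhibition over a set limit, or well fluorescence over plate mean plus 4 SD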;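 also: Nile Red retained in pooled yeast measured as flow cytometry median fluorescence; 0% = buffer negative control and 100% = Enniatin B positive control; higher means more Nile Red kept so more efflux inhibition; some compounds called inactive have numbers as strong as hits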
MEP2 TOR yeast = modulators of TOR pathway MEP2-GFP in S. cerevisiae | S. cerevisiae MEP2-GFP strain, flow cytometry GFP, 3 h; 100% = DMSO control level | GFP response vs DMSO, % at 10 µM | hit rate 0.51% among 330,000 | AID 2016;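 active = GFP response versus DMSO above a set limit, roughly screen mean plus 3 SD, cut at about 180% in these data; inconclusive = fewer than 70 cells counted for a yeast strain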;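 also: median GFP fluorescence of the barcode-gated MEP2-GFP cells per well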
AGP1 TOR yeast = alters AGP1-GFP fluorescence in TOR pathway yeast screen; S. cerevisiae AGP1-GFP multiplex flow cytometry, 3 h; GFP as percent of DMSO wells; GFP response vs DMSO, % at 10 µM; hit rate 0.02% among 320,000; AID 2066;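 active = GFP response relative to DMSO above a set limit, near screen average plus 3 SD, cut at about 150% in these data; inconclusive = fewer than 70 cells counted for the yeast strain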;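 also: median GFP channel fluorescence of the gated AGP1 strain per well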
The depositor's hits bear a star; ? = inconclusive; · = not tested or not shown; [ ] = another dose, or the depositor's remark. Not a hit list; overall some 3.9% were active at least once.

compound	LAP4 TOR yeast	AHR act	CIT2-GFP yeast	RPL19A TOR yeast	CR mimetic SO	Efflux pump mplx	MEP2 TOR yeast	AGP1 TOR yeast
C/C(=N\Nc1ccc(S(=O)(=O)N2CCCCC2)cn1)c1cccc(Br)c1	93	-3	89	92	109	0.2	92	93
O=C(Nc1nc2ccccc2s1)c1cc2c(s1)-c1ccccc1OC2	106	12	93	95	119	-0.1	127	95
CC1(C)Cc2c(sc(NC(=O)C(=O)NCC3CCCO3)c2C(=O)O)CO1 (configuration not stated)	99	2	106	99	119	0.1	100	102
Cc1ccc(C(=O)NC2CCN(CC(=O)NCc3cccs3)CC2)cc1	101	2	97	95	108	0.0	98	100
O=C(C[C@@H]1C/C=C\C[C@H](Cc2ccc(F)cc2)C(=O)OC[C@H]2CCCN2C1=O)NCCO	102	0	98	101	84	-0.4	100	102
CCOC(=O)c1c(CN(CC)CC)n(-c2ccccc2)c2ccc(O)cc12	93	4	103	98	90	0.0	102	89
COc1ccc(NC(=O)NCc2cccnc2)cc1	106	0	92	107	97	0.0	121	96
CC(C)c1ccc(OCC(=O)NNC(=S)NC(=O)C2CC2)cc1	154*[may fluoresce green]	5	102[may fluoresce green]	108[may fluoresce green]	151	0.6	117[may fluoresce green]	113[may fluoresce green]
O=C(Cc1noc2ccccc12)Nc1ccccn1	91[may fluoresce violet]	1	?	100[may fluoresce violet]	93	-2.7	97[may fluoresce violet]	24[may fluoresce violet]
Cc1cccc(C)c1NC(=O)c1ccccc1C(=O)O	96	-2	90	96	88	0.0	98	93
O=C1CC(c2cccc(Oc3ccccc3)c2)NC(=O)N1 (configuration not stated)	99	6	92	97	98	0.3	98	99
CC(=O)Nc1ccc(-n2nnnc2SCC(=O)Nc2cccc(NC(=O)c3ccco3)c2)cc1	108	3	103	100	97	-0.1	112	106
CCOc1ccc(-c2nnc(SCC(=O)Nc3cc(C)on3)o2)cc1	107	-7	93	96	95	-0.1	97	102
CCOC(=O)C1CCN(C(=O)Nc2ccc3nc(-c4ccco4)c(-c4ccco4)nc3c2)CC1	88	0	85	88	92	0.1	90	85
CC(=O)Nc1ccc(S(=O)(=O)N2CCC(C(=O)O)CC2)cc1	111	-1	91	97	104	-0.1	96	101
CCOc1cccc2c1OC1(CCCCC1)N1N=C(c3cccnc3)CC21 (configuration not stated)	98	39	98	103	106	0.1	98	100
CC1=C(C(=O)OCC(Br)(Br)Br)C(c2cccc([N+](=O)[O-])c2)NC(=O)N1CCCC(=O)O (configuration not stated)	125	0	96	98	93	0.0	89	87
CC(C)(C)NC(=O)NCC1CCCC1NC(=O)NC(C)(C)C (configuration not stated)	95	1	105	110	96	0.2	104	104
O=C(CC1Nc2cccc3cccc(c23)NC1=O)Nc1ccc(F)cc1 (configuration not stated)	97	98*	99	106	102	0.2	105	100
COC(=O)CCS(=O)(=O)c1ccc(NC(C)=O)cc1	98	9	96	96	96	0.1	99	97
CCN(CC)c1ccc(C2CC(=O)NC3=C2C(=O)CC(C)(C)C3)cc1 (configuration not stated)	87	6	81	95	96	0.0	90	86
O=C(CN(Cc1ccccc1)C(=O)CCC(=O)Nc1ccccn1)NCCc1ccccc1	93	0	106	92	96	-0.4	113	93
C=CCOc1ccc(/C=C/C(=O)OCC(=O)NCc2ccco2)cc1	100	0	99	99	76	-0.1	99	93
COc1cc2c(cc1OC)C(c1ccccc1)N(C(=O)CCl)CC2 (configuration not stated)	104	6	99	102	107	-0.1	107	102
CCCn1c(NCc2ccc3c(c2)OCO3)nc2ccccc21	101	25	100	105	121	0.0	107	101
COc1ccc(-n2c(C)nnc2SCC(=O)N2C(C)CCCC2C)cc1 (configuration not stated)	106	1	108	100	83	0.0	106	106
CCOc1ccc(NC(=O)COC(=O)Cn2nc(C)c([N+](=O)[O-])c2C)cc1OCC	97	0	99	97	104	-0.1	101	97
COc1ccc(-n2nc(C)cc2Nc2ccccc2C(=O)O)cc1	101	0	99	102	107	-0.1	109	102
CS(=O)(=O)N1CCCC(C(=O)Nc2ccc(F)cc2F)C1 (configuration not stated)	94	-2	92	96	100	0.1	102	97
Nc1ncnc2c1ncn2[C@@H]1O[C@H](CO)C[C@@H]1O	103	5	96	98	115	0.3	97	93
O=C(CSc1nnc(CNC(=O)c2c(F)cccc2Cl)o1)NC1CCCCC1	88	-1	97	100	94	0.0	96	99
Cc1noc(C)c1C(=O)Nc1ccc(Cl)cc1C(F)(F)F	111	1	93	95	121	0.2	101	98
CC(Sc1nnc(COc2ccc(Cl)cc2)n1Cc1ccco1)C(=O)N1CCNC1=O (configuration not stated)	102	1	97	96	95	-0.1	101	105
Cn1c2c(c(=O)n(C)c1=O)C(NS(=O)(=O)c1ccccc1)(C(F)(F)F)C(=O)N2 (configuration not stated)	104	-2	100	96	86	-0.1	96	100
COc1cc(C2C3C(C)N(C)C(=O)N(C)C3N(C)C(=O)N2C)ccc1O (configuration not stated)	91	-1	104	91	98	0.2	100	93
CC(CCc1ccccc1)NC(=O)COC(=O)c1ccc(NC(N)=O)cc1 (configuration not stated)	110	0	100	105	117	0.2	112	98
O=C(Nc1nnc(S(=O)(=O)N2CCN(c3ccc(F)cc3)CC2)s1)c1ccccc1	90	-2	99	93	128	0.1	106	92
CC(C)(C)OC(=O)N1CCC[C@H]1C(=O)NCc1ccc(Cl)cc1Cl	95	1	99	99	96	-0.2	94	100
Cc1nn(-c2ccccc2)c(C)c1/C=N/NC(=O)c1ccccc1O	100	·	100	107	104	-0.1	119	99
Cn1nnnc1SCCNCc1ccccc1OCc1ccc(Cl)cc1	85	4	95	96	83	0.5	93	89
Cc1cc(-c2ccccc2)nc(N/N=C/c2ccc([N+](=O)[O-])cc2)n1	94	-5	92	103	90	0.7	90	92
COc1ccc(-n2c(C)cc3cc(OC(C)=O)ccc32)cc1	106	1	97	98	101	0.0	110	95
COc1ccccc1NCCC(=O)OCC(=O)Nc1ccccc1F	102	-1	95	97	97	0.0	101	99
Cn1nc(C(=O)Nc2ccc3c(c2)OCCO3)c2ccccc2c1=O	98	7	98	93	94	-0.2	96	91
CN(C)S(=O)(=O)c1ccc(N2CCCC2)c(C(=O)Nc2ccc(F)cc2F)c1	114	4	120	106	108	-0.1	112	107
CC(Oc1cccc(Br)c1)C(=O)NNC(=O)CCNC(=O)c1ccccc1Cl (configuration not stated)	102	0	94	100	106	0.0	96	101
O=C1CSc2ccc(C(=O)NCC(c3ccco3)N3CCCCC3)cc2N1 (configuration not stated)	95	3	92	102	104	0.1	102	100
Cc1cccc(NCC(=O)N/N=C\c2cccn2C)c1	109	-1	90	98	105	0.2	105	102
CCN1C(=O)[C@H]2[C@@H](c3ccc(-c4ccc(F)cc4)cc3)N3CCCC[C@@]3(C(=O)OC)[C@H]2C1=O	128	-1	67	98	98	0.0	87	78
Cc1cc(-c2ccc(C)c(S(=O)(=O)N3CCN(c4ccc(F)cc4)CC3)c2)on1	92	1	105	100	95	0.1	103	104
O=[N+]([O-])c1ccc(N2CCN(c3ccc(F)cc3)CC2)nc1	97	-5	101	105	91	-0.1	104	97
C/C(=N\NS(=O)(=O)c1ccc([N+](=O)[O-])cc1)c1ccc2c(c1)OCO2	79	·	80	113	107	-0.2	106	?
Cc1ccc(C(=O)Cn2ncsc2=N)cc1	98	26	97	94	91	-0.1	96	93
O=C(CNC(=O)c1ccc(Cl)cc1Cl)OCc1nnc(-c2ccccc2)o1	111	-2	103	97	96	0.0	102	102
CCOc1cc(/C=N/NC(N)=O)cc(Br)c1OCc1ccccc1	109	22	100	99	102	-0.1	104	107
Cc1nc2ncnn2c(C)c1Cc1c(Cl)cccc1Cl	80	-3	95	97	104	0.3	104	90
O=C(COC(=O)c1ccc(O)cc1)Nc1ccccc1-c1ccccc1	86	22	86	98	99	3.9	97	87
CCOC(=O)C(NC(=O)c1ccc(F)cc1)(Nc1sc2c(c1C(N)=O)CCC2)C(F)(F)F (configuration not stated)	97	3	96	105	90	0.0	105	103
N#CC1=C(SCC(=O)Nc2ccc(C(=O)O)cc2)NC(=O)CC1c1ccco1 (configuration not stated)	103	1	92	95	101	0.1	102	96
COc1ccc2c([N+](=O)[O-])c(N3CCCC3)[nH]c2c1	95	12	104	102	114	-0.1	108	99

Next part.
compound	LAP4 TOR yeast	AHR act	CIT2-GFP yeast	RPL19A TOR yeast	CR mimetic SO	Efflux pump mplx	MEP2 TOR yeast	AGP1 TOR yeast
Cc1ccc(CN(C(=O)c2csnn2)C(C(=O)NC2CCCC2)c2ccccn2)cc1 (configuration not stated)	77	-2	88	95	95	0.4	94	92
N#CCCN(CCC#N)C(=O)C1c2ccccc2Oc2ccccc21	76	2	113	102	95	0.2	102	83
COC(=O)CCC(=O)Nc1ccc(S(=O)(=O)Nc2cc(OC)nc(OC)n2)cc1	·	74*	91	81	99	0.1	91	89
COC(=O)c1c(NC(=S)NNC(=O)c2ccc(Cl)s2)sc(C(=O)N(C)C)c1C	95	2	105	102	105	0.0	100	102
COc1cc(NC2c3ncccc3C(=O)N2Cc2ccco2)cc(OC)c1 (configuration not stated)	97	9	104	107	123	0.4	110	110
NC(=O)C1CCN(C(=O)CSc2ncccn2)CC1	100	-1	101	97	103	-0.1	95	104
O=C(COC(=O)Cc1ccc(Br)cc1)NC1CCCCCC1	92	0	99	95	101	0.0	96	100
COc1ccc(/C=C/C(=O)NCc2cccnc2)cc1	103	17	111	107	112	-0.1	107	106
NC(=O)C[C@H](N)c1cn([C@@H](CC(N)=O)C(=O)N2CCNCC2)nn1	105	-1	101	92	105	-0.3	84	85
O=C(CCNC(=O)c1ccc(Br)cc1)Nc1ccccc1N1CCCC1	108	9	104	100	104	-0.1	104	106
CC(=O)Nc1ccc(S(=O)(=O)N2CCN(C(=O)c3ncoc3-c3ccccc3C)CC2)cc1	91	-2	102	107	95	-0.1	108	106
COC(=O)CCCC(=O)NC1CCCN(C2Cc3ccccc3C2)C1 (configuration not stated)	82	10	97	94	110	0.3	98	91
O=C(c1cc(COc2cccc(C(F)(F)F)c2)on1)N1CCC(c2ccccc2)CC1	79	-1	84	99	103	-0.3	88	88
CCc1noc(C)c1C(=O)N1CC(C)OC(C)C1 (configuration not stated)	99	1	110	103	100	0.0	112	112
CCCC12CN3CC(C)(CN(C1)C3c1ccc(OC(C)C)cc1)C2=O (configuration not stated)	92	0	100	97	97	0.0	96	95
COc1ccccc1CNC(=O)CSc1nnc2c(n1)[nH]c1ccc(F)cc12	91	1	103	109	125	0.1	105	105
CN(C)C(=O)COC(=O)c1cc(Cl)cc(Cl)c1N	98	2	93	104	92	-0.1	104	103
Cc1ccc(CNC(=O)c2ccc[nH]2)cc1	96	4	113	99	110	0.0	94	103

Screening results deposited in PubChem BioAssay by several laboratories.
